High-throughput results as filed in PubChem BioAssay.
TAAR1 antag = antagonists of human TAAR1 | Q96RJ0 | CHO RD-HGA16 TAAR1, Fluo-8 calcium fluorescence, antagonist | inhibition, % at 3 µM | actives 1.5% (n = 360,000);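 active = inhibition above a per-plate cutoff, the mean inhibition of test compounds on that plate plus 3 SD, cut at about 49% in these data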;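 note: 0% = DMSO plus EC80 beta-PEA response and 100% = DMSO alone without agonist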
Target sequence (Q96RJ0 whole entry, looked up): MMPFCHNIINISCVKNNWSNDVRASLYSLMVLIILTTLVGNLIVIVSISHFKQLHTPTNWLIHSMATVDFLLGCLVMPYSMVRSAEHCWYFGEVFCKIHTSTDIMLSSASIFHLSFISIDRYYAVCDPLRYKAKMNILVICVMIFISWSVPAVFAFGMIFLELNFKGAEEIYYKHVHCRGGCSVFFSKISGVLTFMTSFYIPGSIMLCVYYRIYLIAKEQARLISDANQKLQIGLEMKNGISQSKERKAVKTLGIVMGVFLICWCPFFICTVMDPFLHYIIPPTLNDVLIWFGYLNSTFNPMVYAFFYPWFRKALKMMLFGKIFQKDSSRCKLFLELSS
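Test system: CHO RD-HGA16 cells bearing hTAAR1 | Reagent: β-PEA, EC80 | Compound dosing: 3 µM, single point | Schedule: Dye loading 75 min at 37 °C, then 30 min room temperature | Signal: Calcium fluorescence with Fluo-8 | Evaluation: Percent inhibition of PEA-evoked calcium signal, max/basal emission ratio | Control set: DMSO-only wells and EC80 β-PEA-stimulated wells | Repeats: Singlicate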
CHRM1 PAM = potentiates human M1 receptor response to acetylcholine. actives 0.088% (n = 360,000). activation, % at 3 µM. CHO-K1 hM1, Fluo-8 calcium fluorescence, ACh EC20; 0% = ACh EC20, 100% = maximal ACh; in the data active = activation above about 19%, passing the limit was not always enough
Target sequence (P11229 whole entry, looked up): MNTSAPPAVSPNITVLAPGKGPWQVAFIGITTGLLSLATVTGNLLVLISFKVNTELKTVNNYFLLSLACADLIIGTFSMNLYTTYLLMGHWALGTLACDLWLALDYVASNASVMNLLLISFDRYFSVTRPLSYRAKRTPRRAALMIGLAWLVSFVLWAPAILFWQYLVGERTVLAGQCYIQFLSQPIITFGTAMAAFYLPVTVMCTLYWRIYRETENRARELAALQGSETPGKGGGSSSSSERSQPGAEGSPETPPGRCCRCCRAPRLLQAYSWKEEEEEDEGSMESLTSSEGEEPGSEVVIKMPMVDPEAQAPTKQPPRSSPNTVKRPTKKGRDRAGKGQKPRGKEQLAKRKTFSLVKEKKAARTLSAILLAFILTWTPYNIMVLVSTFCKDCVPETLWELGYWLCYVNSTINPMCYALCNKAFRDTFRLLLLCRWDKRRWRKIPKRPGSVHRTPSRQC
CHO parental Ca = counter-screen: ATP calcium response change in parental CHO cells | parental CHO-K1, ATP-induced calcium, Fluo-8 fluorescence | AID 463079 | inhibition, % at 5.6 µM | actives 0.63% (n = 330,000);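 active = inhibition above that plate's mean sample inhibition plus 3 SD, cut at about 26% in these data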;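 note: 0% = ATP-challenged DMSO wells and 100% = DMSO wells without ATP; some compounds past the cut are filed as inactive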
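Test system: untransfected parental CHO cell line; also added: ATP stimulus; dosing: 5.6 µM, single dose; signal: calcium-sensitive Fluo-8 fluorescence; measure: percent inhibition of ATP-evoked calcium rise, normalized to controls; benchmarks: low control ATP plus DMSO, high control DMSO only; replication: one well per compound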
M1 antag = blocks human M1 muscarinic receptor. CHO-K1 hM1, Fluo-8 calcium fluorescence, ACh EC80 antagonist. inhibition, % at 3 µM. P11229. actives 1.3% (n = 360,000);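 active = percent inhibition above its own plate's cutoff, namely the mean of that plate's compound wells plus 3 SD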;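 note: peak over basal fluorescence ratio during 140 s after agonist addition; 0% = ACh EC80 plus DMSO and 100% = DMSO alone without agonist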
TAAR1 ag = agonists of human TAAR1. Q96RJ0. CHO RD-HGA16 TAAR1, Fluo-8 calcium fluorescence; vehicle wells 0%, saturating PEA agonist 100%. activation, % at 3 µM. actives 0.99% (n = 360,000);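 active = activation above the mean activation of all test compounds in the run plus 3 SD, cut at about 38% in these data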
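System: CHO-derived RD-HGA16 cells with stable Gα16 and human TAAR1 / Times: 17-24 h plating, Fluo-8 75 min 37 °C, 30 min RT / Technique: calcium-sensitive Fluo-8 signal, excitation 470-495, emission 515-575 nm / Measure: % activation relative to PEA EC100 response / Benchmarks: DMSO and PEA EC100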
CHO-K1 Ca PAM = M1 PAM counterscreen hit in parental CHO-K1 cells. ATP EC20, Fluo-8 calcium fluorescence; 0% at ATP EC20, 100% at ATP max. activation, % at 3 µM. actives 0.02% (n = 360,000);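 active = activation above the run cutoff, the mean activation of all test compounds plus 3 SD, cut at about 40% in these data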;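 note: peak over basal fluorescence ratio in a 140 s read after ATP addition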
CHRM1 agonist = agonists of human M1 muscarinic receptor; P11229; CHO-K1 hM1, Fluo-8 calcium fluorescence, agonist mode; 0% DMSO, 100% acetylcholine EC100; activation, % at 3 µM; actives 0.33% (n = 360,000); AID 588814;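 active = activation above the run's mean compound activation plus 3 SD, cut at about 16% in these data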;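 note: peak over basal fluorescence ratio within a 140 s kinetic read after compound addition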
CHO-K1 Ca antag = M1 antagonist counterscreen hit in parental CHO-K1 cells; ATP-induced calcium, Fluo-8 fluorescence; inhibition, % at 3 µM; actives 0.6% (n = 360,000);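 active = inhibition above a per-plate cutoff, the plate's mean sample inhibition plus 3 SD, cut at about 24% in these data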;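 note: 0% = DMSO plus EC80 ATP and 100% = DMSO alone without ATP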
M1 ag parental = M1 agonist counterscreen hit in parental CHO-K1 cells; Fluo-8 calcium fluorescence; scaled to maximal ATP response, vehicle zero; activation, % at 3 µM; actives 0.48% (n = 360,000); in the data active = activation above about 15%;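 note: untransfected CHO-K1 host cells lacking M1 receptor as counterscreen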
Active calls of the source: *; x = no result given.

(1) Cn1cnnc1Sc1cc(N2CCN(S(=O)(=O)c3ccc4ccccc4c3)CC2)ccc1[N+](=O)[O-]
(2) Cc1ccc(CCNC(=O)CN2C(=O)CSc3ccc(S(=O)(=O)N4CCOCC4)cc32)cc1
(3) CC(=O)c1c(N2CCN(Cc3ccccc3)CC2)nc(=S)n(Cc2ccccc2)c1C
(4) CC(C)N(C(=O)CN(C#N)c1nc(N(C)C)nc(N(C)C)n1)c1ccccc1
(5) COc1ccc(-n2ncc3c(N4CCN(c5cc(C)ccc5C)CC4)ncnc32)cc1
(6) O=C1N/C(=C/c2cccs2)C(=O)N1Cc1ccccc1F

Compound	1	2	3	4	5	6
TAAR1 antag	-9	-25	-6	0	103*	-3
CHRM1 PAM	1	7	-9	8	10	2
CHO parental Ca	-30	x	-3	-5	-8	-2
M1 antag	-22	-16	8	-12	-13	-10
TAAR1 ag	1	1	1	1	-3	8
CHO-K1 Ca PAM	-5	21	-10	4	25	9
CHRM1 agonist	-12	-7	-12	-1	-1	-3
CHO-K1 Ca antag	-7	-6	8	4	-7	-1
M1 ag parental	-0.8	3.5	-0.1	0.5	0.6	0.0

(7) COc1ccc(NC(=O)COC(=O)c2ccc3c(c2)OCCO3)cc1OC
(8) COc1ccc(C)cc1NC(=O)ON=C1CCCCC1
(9) CCOC(=O)N1CCN(C2=C(NS(=O)(=O)c3ccccc3)C(=O)c3ccccc3C2=O)CC1
(10) O=C(NCCC1CCCCN1S(=O)(=O)c1ccc(F)cc1)C(=O)NCCN1CCOCC1 (stereo unspecified)
(11) CCOC(=O)CSc1nc2sc3c(c2c(=O)[nH]1)CCCC3
(12) CCc1nn(CC(=O)NCCCN2CCN(CC)CC2)c(=O)c2cc3occc3n12

Compound	7	8	9	10	11	12
TAAR1 antag	14	-4	-31	-2	-2	-20
CHRM1 PAM	0	-3	10	3	2	24*
CHO parental Ca	-18	x	-30	-16	-26	1
M1 antag	1	8	-10	-6	-12	-19
TAAR1 ag	6	0	10	1	15	2
CHO-K1 Ca PAM	-6	-1	14	0	6	3
CHRM1 agonist	-1	-8	0	-6	-7	-2
CHO-K1 Ca antag	-9	0	-9	-17	-17	-11
M1 ag parental	1.4	0.2	1.4	0.6	0.5	1.6

(13) CN(C)CCCNc1cn[nH]c(=O)c1Cl
(14) CCOc1ccc(Cl)cc1-c1cc(C(=O)NCc2cccc(C(F)(F)F)c2)[nH]n1
(15) CCOC(=O)c1cccc(NC(=O)c2ccc(N(C)C)cc2)c1
(16) CCn1c(CNS(=O)(=O)c2ccc(Br)cc2)nnc1SC
(17) O=c1[nH]cc(NCCNc2ncc(C(F)(F)F)cc2Cl)c(=O)[nH]1
(18) C/C(CCc1ccccc1)=N\NC(=O)C(=O)Nc1cccc(Cl)c1

Compound	13	14	15	16	17	18
TAAR1 antag	-5	19	-7	-7	-1	11
CHRM1 PAM	-1	-6	-1	10	10	4
CHO parental Ca	-2	x	-14	4	-8	2
M1 antag	1	7	4	0	-2	8
TAAR1 ag	10	0	1	1	-2	6
CHO-K1 Ca PAM	25	6	-8	-5	4	9
CHRM1 agonist	-9	-5	-7	0	-3	-2
CHO-K1 Ca antag	-15	-5	10	2	3	-7
M1 ag parental	0.2	0.6	0.5	0.2	0.0	1.4

(19) CCCS(=O)(=O)NC(=O)C1(C)CCCN(C(=O)c2ccccc2OC)C1 (stereo unspecified)
(20) CCCCn1nnnc1C(c1cc2ccccc2o1)N1CCN(c2ccncc2)CC1 (stereo unspecified)
(21) COc1ccccc1-c1cc2nc(C)c(CCC(=O)NC(C)CCc3ccco3)c(C)n2n1 (stereo unspecified)
(22) COc1ccccc1NC(=O)CSC1CC(=O)N(c2ccc3c(c2)OCO3)C1=O (stereo unspecified)
(23) NNC(=O)Cn1nc2n(c1=O)-c1ccccc1SC2
(24) O=C(Cn1nnc2c(cnn2-c2ccccc2)c1=O)NCc1cccs1

Compound	19	20	21	22	23	24
TAAR1 antag	-10	-16	-5	-1	-26	-3
CHRM1 PAM	10	x	6	6	5	6
CHO parental Ca	x	x	-21	13	-14	-13
M1 antag	-11	x	-9	-2	-4	-4
TAAR1 ag	1	3	2	12	1	2
CHO-K1 Ca PAM	25	-7	6	1	10	18
CHRM1 agonist	-2	x	-2	-3	-5	-3
CHO-K1 Ca antag	-6	0	-2	9	-7	-15
M1 ag parental	1.6	1.1	0.7	0.5	0.0	0.6

Profiles from above. Values in the order: TAAR1 antag	CHRM1 PAM	CHO parental Ca	M1 antag	TAAR1 ag	CHO-K1 Ca PAM	CHRM1 agonist	CHO-K1 Ca antag	M1 ag parental
`COc1ccccc1NC(=O)CSC1CC(=O)N(c2ccc3c(c2)OCO3)C1=O` (stereo unspecified) is listed as -1	6	13	-2	12	1	-3	9	0.5
`CCCCn1nnnc1C(c1cc2ccccc2o1)N1CCN(c2ccncc2)CC1` (stereo unspecified) is listed as -16	x	x	x	3	-7	x	0	1.1
`CCCS(=O)(=O)NC(=O)C1(C)CCCN(C(=O)c2ccccc2OC)C1` (stereo unspecified) is listed as -10	10	x	-11	1	25	-2	-6	1.6
`O=C(Cn1nnc2c(cnn2-c2ccccc2)c1=O)NCc1cccs1` is listed as -3	6	-13	-4	2	18	-3	-15	0.6
`NNC(=O)Cn1nc2n(c1=O)-c1ccccc1SC2` is listed as -26	5	-14	-4	1	10	-5	-7	0.0

Other entries follow.
(25) Cc1ccc(C(=O)COC(=O)c2ccncc2)cc1[N+](=O)[O-]
(26) C=CCn1c(SCC(=O)Nc2c(C)cccc2C)nnc1-c1ccncc1
(27) CC1=C(C(=O)NCc2ccccc2)C(c2cccs2)NC(=S)N1 (stereo unspecified)
(28) COc1cccc(C(c2nnnn2C2CCCC2)N2CCN(C/C=C/c3ccccc3)CC2)c1OC (stereo unspecified)
(29) O=C(NCC1CCCO1)C1CC(=O)N(c2ccc(F)c(Cl)c2)C1 (stereo unspecified)
(30) C=CCNC(=O)C1CCCN(S(=O)(=O)c2ccc(-n3cnnn3)cc2)C1 (stereo unspecified)

Compound	25	26	27	28	29	30
TAAR1 antag	-15	-11	5	-24	6	10
CHRM1 PAM	1	14	5	-25	7	3
CHO parental Ca	-3	-18	-2	x	-7	-5
M1 antag	-5	-19	-7	54*	-7	6
TAAR1 ag	2	7	14	2	0	-5
CHO-K1 Ca PAM	16	13	-3	16	7	-4
CHRM1 agonist	-4	0	-1	-6	-3	-5
CHO-K1 Ca antag	-9	-7	1	-15	-3	1
M1 ag parental	0.3	-0.1	-0.2	-0.3	0.2	0.1

(31) CN(C)c1cccc(C(=O)N(Cc2ccccc2)Cc2ccccc2)c1
(32) COc1ccc(C(=O)Nc2cc(C)on2)cc1OC
(33) N#Cc1ccccc1OCC(=O)N1CCc2ccccc2C1
(34) CCC(=O)Nc1ccc(Nc2ccccc2)cc1
(35) Nc1nc(CCOc2ccc(F)cc2)cs1
(36) CSCCC(NC(=O)c1ccccc1Cl)C(=O)Nc1ccc(C)c(S(=O)(=O)N2CCOCC2)c1 (stereo unspecified)

Compound	31	32	33	34	35	36
TAAR1 antag	-3	-3	-8	-2	-28	45
CHRM1 PAM	3	4	14	4	9	-10
CHO parental Ca	x	-2	-13	12	x	-19
M1 antag	-3	-6	-17	-1	-10	11
TAAR1 ag	-3	3	2	11	4	12
CHO-K1 Ca PAM	12	14	21	6	16	-13
CHRM1 agonist	-3	-5	-7	-3	-6	-2
CHO-K1 Ca antag	1	9	-12	-3	-10	-3
M1 ag parental	0.2	-0.2	0.3	0.1	0.1	6.1

(37) Cc1cc(C)n(-c2n[nH]c(C)c2[N+](=O)[O-])n1
(38) CCOc1nc(C)cc(COC)c1C(N)=O
(39) CCCC1OC(c2ccco2)OCC1CC (stereo unspecified)
(40) NS(=O)(=O)c1cc(C(=O)NNC(=O)c2ccc3c(c2)OCO3)ccc1Cl
(41) Cc1nnc(NC(=O)c2ccc(S(=O)(=O)N3CCc4ccccc4C3)cc2)o1
(42) CCNC(=O)CSc1nnc(-c2cccc(S(=O)(=O)N3CCOCC3)c2)o1

Compound	37	38	39	40	41	42
TAAR1 antag	5	-7	-13	-13	-4	-1
CHRM1 PAM	5	2	8	4	1	12
CHO parental Ca	2	4	x	-6	-17	x
M1 antag	-8	-2	-13	-8	5	-5
TAAR1 ag	9	0	-1	1	2	1
CHO-K1 Ca PAM	1	-1	8	25	21	-23
CHRM1 agonist	-4	-2	1	-2	-6	-2
CHO-K1 Ca antag	-12	-16	-13	-19	-7	18
M1 ag parental	0.4	0.4	0.0	0.7	0.2	-0.1

(43) CCCC(C)NC(=O)COc1ccc(S(=O)(=O)c2ccc(OCC(=O)NC(C)CCC)cc2)cc1 (stereo unspecified)
(44) OC(COCc1ccccc1)CN1CCc2ccccc2C1 (stereo unspecified)
(45) COc1cc(C(=O)NCCCn2ccnc2)cc(OC)c1OC
(46) CCCNC(=O)C1(C)CCN1C(=O)c1cc(C)n(C)n1 (stereo unspecified)
(47) CCCCCC(=O)N1C[C@H](O)[C@@H](n2cc(-c3ccc(F)cc3)nn2)C[C@@H]1c1ccc(C)cc1
(48) S=C(NCc1ccco1)Nc1ccc(Cl)cc1
(49) Cc1ccc(Cn2ccc(NC(=O)c3cc(-c4ccc5c(c4)OCO5)on3)n2)cc1
(50) COc1ccc(C(=O)COc2ccc3ccc(=O)oc3c2)c(OC)c1
(51) CCOc1ncccc1C(=O)OC(C)C(=O)NC1CCCCC1 (stereo unspecified)

Compound	43	44	45	46	47	48	49	50	51
TAAR1 antag	2	-25	-22	-19	16	2	x	3	-4
CHRM1 PAM	9	2	13	5	0	-1	11	15	-2
CHO parental Ca	-18	-9	-5	x	x	-7	x	-13	x
M1 antag	-14	-8	-10	-11	-1	8	-7	-16	11
TAAR1 ag	11	25	1	0	-1	2	x	6	0
CHO-K1 Ca PAM	23	13	16	18	20	18	19	21	-28
CHRM1 agonist	-6	-8	-8	-2	-7	-5	-4	-2	-2
CHO-K1 Ca antag	-13	-8	0	-5	-1	-2	-12	-14	8
M1 ag parental	0.6	0.4	1.3	1.2	3.3	0.6	0.5	1.4	0.0
